SRC2 inh – inhibits human steroid receptor coactivator 2. Q15596. HEK293 GAL4-SRC2 luciferase reporter, luminescence. inhibition, % at 9 µM. hit rate 0.17% among 370,000. AID 651957;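 active = inhibition above the mean inhibition of all tested compounds plus 3 SD, set per campaign, cut at about 52% in these data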;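 note: 0% = DMSO treated cells and 100% = cells given Gossypol at 36 µM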
Target sequence (Q15596 whole entry, looked up, the tested form may be a part): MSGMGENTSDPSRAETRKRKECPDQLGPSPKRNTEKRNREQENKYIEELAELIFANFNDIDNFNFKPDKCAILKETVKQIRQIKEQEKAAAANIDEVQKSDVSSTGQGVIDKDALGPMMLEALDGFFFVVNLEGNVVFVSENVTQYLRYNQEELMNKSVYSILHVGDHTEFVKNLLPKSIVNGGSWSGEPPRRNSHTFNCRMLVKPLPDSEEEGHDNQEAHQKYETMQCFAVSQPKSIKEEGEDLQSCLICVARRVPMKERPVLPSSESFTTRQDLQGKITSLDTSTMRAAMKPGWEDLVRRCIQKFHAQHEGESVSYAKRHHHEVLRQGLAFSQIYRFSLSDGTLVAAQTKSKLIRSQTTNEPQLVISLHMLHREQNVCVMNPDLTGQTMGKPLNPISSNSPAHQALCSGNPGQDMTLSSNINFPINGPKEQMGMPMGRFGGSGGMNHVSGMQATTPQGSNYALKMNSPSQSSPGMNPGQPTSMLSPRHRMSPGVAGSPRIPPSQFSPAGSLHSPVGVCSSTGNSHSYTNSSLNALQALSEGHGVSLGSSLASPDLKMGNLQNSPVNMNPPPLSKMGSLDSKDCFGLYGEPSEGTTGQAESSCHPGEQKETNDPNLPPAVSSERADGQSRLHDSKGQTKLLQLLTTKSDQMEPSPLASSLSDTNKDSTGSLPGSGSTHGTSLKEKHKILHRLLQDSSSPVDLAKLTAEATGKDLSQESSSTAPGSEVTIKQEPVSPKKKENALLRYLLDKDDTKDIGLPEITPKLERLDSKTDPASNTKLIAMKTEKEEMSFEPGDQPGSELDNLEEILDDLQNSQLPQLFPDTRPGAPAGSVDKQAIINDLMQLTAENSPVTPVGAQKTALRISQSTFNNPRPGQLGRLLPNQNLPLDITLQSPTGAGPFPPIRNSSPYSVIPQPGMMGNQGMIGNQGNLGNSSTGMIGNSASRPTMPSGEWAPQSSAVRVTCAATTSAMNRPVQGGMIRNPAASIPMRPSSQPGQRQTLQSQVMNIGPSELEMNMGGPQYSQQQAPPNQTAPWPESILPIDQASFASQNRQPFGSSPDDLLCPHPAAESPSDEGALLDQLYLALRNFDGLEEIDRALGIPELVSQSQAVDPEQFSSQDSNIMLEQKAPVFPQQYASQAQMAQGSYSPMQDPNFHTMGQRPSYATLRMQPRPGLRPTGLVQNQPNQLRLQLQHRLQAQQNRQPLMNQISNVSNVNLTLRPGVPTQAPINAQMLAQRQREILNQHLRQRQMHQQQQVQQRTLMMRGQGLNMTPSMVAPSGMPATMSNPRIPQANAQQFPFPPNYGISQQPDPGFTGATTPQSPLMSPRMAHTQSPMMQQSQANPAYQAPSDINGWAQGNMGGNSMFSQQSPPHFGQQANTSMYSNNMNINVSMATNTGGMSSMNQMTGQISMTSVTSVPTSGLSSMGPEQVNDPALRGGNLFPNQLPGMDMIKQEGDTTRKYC
Cardio protect – myocardial damage modulation in H9c2 cells; hit rate 0.63% among 360,000; H9c2 cardiomyocytes, H2O2 injury protection, ATPLite, 2 h; protection from H2O2 cell death, % at 20 µM;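 active = compounds giving at least 50% protection of heart cells from peroxide-induced death in the single-dose screen, raw or plate-pattern-corrected value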;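 note: 0% = DMSO wells with peroxide and 100% = DMSO wells without peroxide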
ABCB6 inh MLPCN – human ABCB6 transporter inhibition | K562-ABCB6 porphyrin accumulation, flow cytometry, 1 h; hits give low values | Q9NP58 | fluorescence ratio to DMSO, % at 10 µM | hit rate 0.19% among 360,000;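 active = fluorescence ratio to DMSO below 75%, the collection mean minus 3 SD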;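 note: signal is porphyrin accumulated inside mitochondria; 100% equals median channel fluorescence of DMSO control wells; lower ratio means ABCB6 inhibition with less porphyrin fluorescence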
ABHD5 PLIN5 PPI – ABHD5-PLIN5 protein interaction inhibition; inhibition, % at 4 µM; hit rate 0.78% among 360,000; Split G. princeps luciferase complementation, luminescence, 4 h; AID 602281;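 active = inhibition above the mean inhibition across every tested compound plus 3 SD, cut at about 22% in these data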;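 note: 0% = DMSO only wells and the 100% control is not disclosed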
MC4R ag barr – human MC4R agonism via beta-arrestin | U2OS MC4R beta-arrestin complementation, luminescence; percent of melanotan II response, DMSO zero | activation, % at 8.9 µM | hit rate 0.98% among 360,000 | AID 540308;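 active = activation above a per-plate cutoff, the mean activation of sample wells on that plate plus 3 SD, cut at about 8% in these data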
Glyco luc inh – N-linked glycosylation inhibition | D54 ERlucT glycosylation luciferase reporter, 24 h; percent of 100 nM tunicamycin response | reporter increase, % at 12.5 µM | AID 588692 | hit rate 0.23% among 360,000;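 active = mean luciferase reporter signal, scaled so untreated is 0 and the glycosylation-blocking control 100, at or above a set limit in every replicate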;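 note: luciferase carries N-glycosylation sites so blocking glycosylation raises the light; 0% = median of neutral control wells and 100% = median of 100 nM tunicamycin wells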
MC4R antagonist – human MC4R antagonism in cAMP assay | P32245 | MC4R-expressing cells, MTII-stimulated cAMP, LANCE TR-FRET | inhibition, % at 6.5 µM | hit rate 0.48% among 360,000 | AID 540295;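 active = inhibition above its plate's cutoff, the mean of tested wells on that plate plus 3 SD, cut at about 29% in these data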;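 note: 0% = Melanotan II alone and 100% = Melanotan II plus saturating MCL0020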
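System: U2OS cells stably expressing human melanocortin 4 receptor (MC4R). Reagent: Melanotan II challenge after compound preincubation. Doses: 6.5 µM. Times: 30-min compound, 1-h challenge, 1-h detection, room temperature. Measured by: TR-FRET with Eu-cAMP and labeled anti-cAMP, 671 nm. Replicates: singlicate.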
TLR9-MyD88 inh – inhibitors of human TLR9-MyD88 binding; hit rate 0.21% among 340,000; Q9NR96+Q99836; inhibition, % at 4.98 µM; AID 504734; CHO BLA complementation TLR9-MyD88, CCF4 FRET ratio;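 active = inhibition above the mean over all tested compounds plus 3 SD, cut at about 21% in these data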;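 note: 0% = DMSO only wells and 100% = clavulanate BLA inhibitor control wells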
NOD2 RIPK2 PPI – inhibitors of human NOD2-RIPK2 interaction | O43353 | CHO BLA complementation NOD2-RIPK2, CCF4 ratio | inhibition, % at 4.98 µM | hit rate 0.38% among 360,000; in the data active = inhibition above about 21%;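 note: 0% = vehicle only and 100% = reference blocker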
HTR2A ag – mouse HTR2A agonism via beta-arrestin recruitment. CHO-K1 mHTR2A beta-arrestin complementation, luminescence; percent of 30 µM serotonin response. activation, % at 7.6 µM. hit rate 0.66% among 360,000;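 active = activation above a run cutoff, the mean activation of all tested compounds plus 3 SD, cut at about 14% in these data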;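 note: 0% = plate median of compound wells and 100% = 30 µM serotonin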
* = called active by the depositor; nt = no result given. A portion of the library; count on the stated rates, not on these rows.

SMILES	SRC2 inh	Cardio protect	ABCB6 inh MLPCN	ABHD5 PLIN5 PPI	MC4R ag barr	Glyco luc inh	MC4R antagonist	TLR9-MyD88 inh	NOD2 RIPK2 PPI	HTR2A ag
CS(=O)(=O)N1CCN(c2ccccc2NC(=S)NC(=O)c2ccccc2[N+](=O)[O-])CC1	13	40	88	6	-0.5	-1	12	11	9	-3
Clc1ccc(Oc2nc(N3CCOCC3)nc(N3CCOCC3)n2)c(C2CCCCC2)c1	3	-24	96	-2	0.7	-1	-1	-10	-6	7
CCCN(C(=O)CSc1nnc(-c2ccncc2)n1CCC)c1c(N)n(Cc2ccccc2)c(=O)[nH]c1=O	16	3	105	0	3.5	0	17	-9	-9	4
CCN(CC)C(=O)c1cccc2nc3ccccc3nc12	-7	-4	102	-2	-3.1	8	-11	10	6	-2
CN(CC(=O)Nc1ccccc1Cl)C(=O)COC(=O)/C=C/c1cccs1	-11	3	98	-2	-3.4	-2	2	-6	-6	-5
COc1ccc(CCNC(=O)NC2CCCCC2)cc1	3	5	99	-1	-0.9	0	-5	3	-7	-2
COc1cc2[nH]c(C)c(-c3ccccc3)c(=O)c2cc1Cl	5	nt	91	1	nt	nt	nt	nt	-2	25*
CC(C)C[C@@H](C(=O)NCc1ccco1)N1C(=O)N2CCc3c([nH]c4ccccc34)[C@@]2(C)C1=O	18	-2	103	3	0.9	-5	5	-9	-2	-2
COc1ccc(-c2csc(NC(CO)c3nc4ccccc4n3CCCO)n2)cc1 (stereo not given)	-1	-4	88	-1	-3.3	-1	2	5	2	1
COc1ccc(-n2nc(C(=O)NCC(=O)N3CCN(Cc4ccc5c(c4)OCO5)CC3)c3ccccc3c2=O)cc1OC	-13	42	97	5	-2.1	-1	8	-6	6	1
O=C(O)c1ccc(S(=O)(=O)Nc2ccc3c(c2)OCCO3)cc1	-11	3	97	4	-0.6	0	3	13	-3	-2
CCN(CC)C(=O)C(Sc1ccccc1)c1ccccc1 (stereo not given)	-27	4	100	4	1.4	-1	7	2	-1	3
CC(=O)Nc1cc2c3ccccc3ccc2c2ccccc12	-15	1	74*	-10	0.4	1	3	-1	11	-5
O=C(CCCSc1nc(-c2ccco2)cc(C(F)(F)F)n1)Nc1ccc2c(c1)OCO2	-34	-4	105	1	-1.6	1	1	15	-2	2
COc1cc(C(=O)NCc2nnc(SCC(=O)Nc3c(C)cc(C)cc3C)o2)cc(OC)c1OC	-21	4	101	2	0.7	2	-6	6	-14	2
CC(=O)c1cccc(NC(=O)C(=O)Nc2cccc3ccccc23)c1	-47	-12	96	2	7.3	1	21	4	-7	-5
O=C(O)c1ccccc1C(=O)c1ccc(F)c(F)c1	11	3	95	2	-1.1	2	7	3	-7	-1
O=C(CSc1nnc(-c2ccccc2O)o1)Oc1ccc(OCc2ccccc2)cc1	-12	-1	84	-7	2.1	-3	2	4	-8	3
O=C1C=CN(Cc2ccccc2)CC1	-8	5	97	4	-1.3	1	1	12	-4	4
COc1ccc(-c2c(-c3ccsc3)oc(=O)c3cc(OC)c(OC)cc23)cc1	-29	17	94	3	0.4	-7	1	-1	-9	4
CC1NC(=S)N(Cc2ccccc2)C1=O (stereo not given)	6	-6	92	-9	-1.5	1	1	3	-4	6
CN(C)S(=O)(=O)N1CCN(c2ccc([N+](=O)[O-])c(N3CCCCC3)c2)CC1	-39	0	100	-6	2.5	0	27	-2	-14	5
Brc1ccccc1Cn1c(-c2cscn2)nc2ccccc21	-18	-1	84	3	9.3*	-2	0	0	2	0
Cc1cc(OCc2cc(C(=O)N(C)C(C)c3ccccn3)no2)cc(C)c1Cl (stereo not given)	-12	-7	97	5	0.7	2	12	-6	1	-4
O=C(NC1CCCCCC1)c1cc2n(n1)C(C(F)(F)F)CC(c1ccco1)N2 (stereo not given)	-8	5	106	-3	4.0	-1	-3	-10	2	-1
COCCCNC(=O)c1cc(C(=O)c2c(-c3c(Cl)cccc3Cl)noc2C)c[nH]1	-5	-1	91	-4	-0.6	1	5	-1	4	-6
O=C(NCc1ccc(F)cc1)C(c1ccco1)N(C(=O)c1csnn1)c1ccccc1 (stereo not given)	-6	1	93	-4	0.0	1	-1	-7	-8	7
COc1cccc(/C=N/Nc2cc(-n3nc(C)cc3-c3ccccc3)ncn2)c1O	12	46	95	2	2.3	-12	13	-1	-1	-10
COc1ccc(C2=CC(=O)CCC2)cc1	-18	2	101	0	-1.1	1	1	-12	6	0
O=S1(=O)[C@H]2C[C@@H]3C=C[C@@]2(CN1Cc1cccc(Cl)c1)O3	26	6	97	1	0.9	2	11	-5	-2	4
CC(C)Cn1cnc2c(=O)oc3ccccc3c21	-7	-2	92	5	-0.8	-1	-9	4	-3	4
COCCn1nnnc1C(C(C)C)N1CCCC(C)C1 (stereo not given)	-2	9	102	-11	-1.7	-1	18	-2	1	1
CN1CCN(CC(=O)Nc2ccc(OC(F)(F)F)cc2)CC1	6	-1	106	-4	1.1	5	7	8	-3	2
COc1ccc(CNC(=O)COC(=O)CCC2CCCCC2)cc1	3	0	94	-1	1.0	1	5	5	1	5
CC(=O)c1cn(CC(=O)NCc2ccc3c(c2)OCO3)c2ccccc12	-2	-21	93	-8	-1.8	4	31*	-6	-12	-2
COc1ccc(-c2[nH]ncc2CN2CCN(c3ccc(F)cc3)CC2)cc1	22	-4	104	-2	1.6	-1	0	-8	3	-4
COC(=O)[C@H](CCSC)NC(=O)NCCC1=CCCCC1	-11	-5	101	6	-1.3	0	16	0	-7	0
O=C(c1cccc(F)c1)N1CCN(c2cc(N3CCCCC3)c(F)cc2[N+](=O)[O-])CC1	14	1	110	0	0.2	1	3	-5	-9	-4
CC1(C(=O)Nc2ccc(F)c(Cl)c2)Cc2c(-c3ccc(C(N)=O)cc3)ccnc2O1 (stereo not given)	6	16	78	7	0.1	-7	2	nt	3	9
CCOc1ccc(N(C)S(=O)(=O)c2ccc(-c3ccc(=O)[nH]n3)s2)cc1	-14	0	96	6	-1.8	0	2	3	-14	6
COc1ccc(N=C2SC(C(=O)N3CCN(c4ccc([N+](=O)[O-])cc4)CC3)CC(=O)N2C)cc1 (stereo not given)	-2	5	98	1	0.1	0	14	-15	-6	8
COc1ccc2[nH]c3c(c2c1)CCN1C(=O)C(CC(=O)NCC24CC5CC(CC(C5)C2)C4)C[C@H](C(=O)N2CCOCC2)[C@@]31C (stereo not given in full)	4	-2	97	1	-1.3	0	13	-16	-7	6
O=C(COc1cccnc1[N+](=O)[O-])Nc1ccc2c(c1)CCC2	-6	5	93	7	-1.0	2	-7	1	-6	1
Cc1cccc2c1cnn2C(=O)Nc1ccccc1Br	-10	-6	96	-2	-0.2	-2	5	2	6	7
CCOc1cc(C2C(C#N)=C(N)OC3CCCC(=O)C32)ccc1OCCN1CCOCC1 (stereo not given)	-14	4	99	-2	-2.7	0	3	4	-6	3
Cc1cc(NCc2ccc3c(c2)OCO3)n2nc(C)nc2n1	23	-8	93	4	-1.6	0	-2	-17	-12	-3
O=C(Oc1ccc(C(=S)N2CCCCC2)cc1)c1ccccc1F	2	-3	98	-8	-3.0	2	-2	8	10	-3
Cc1ccc(-c2nc(Cl)nc3ccccc23)cc1	1	-5	107	-5	2.2	-4	13	12	6	0
Cc1cc(C)c(C)c(S(=O)(=O)N2CCC(C(=O)N(C)Cc3nc4ccccc4c(=O)[nH]3)CC2)c1C	4	25	99	12	-0.4	-1	3	-8	4	7
COc1ccc(NC(=O)COC(=O)C23CC4CC(CC(O)(C4)C2)C3)cc1Cl	-72	4	100	11	-2.4	-1	-4	-4	-1	-10
[N-]=C=C1C(=O)NC(=O)C([n+]2ccc(-c3ccncc3)cc2)C1c1ccccc1C(F)(F)F (stereo not given)	-15	0	102	-5	0.0	0	-5	0	1	4
CC1CN=C(c2ccccc2)O1 (stereo not given)	-10	1	100	13	-0.4	1	8	-7	-12	3
CCOc1ccc(OCCn2c(=S)[nH]c3c(N)ncnc32)cc1	-14	4	98	-1	-2.6	2	10	-5	6	3
Cc1ccc(S(=O)(=O)NNC(=O)NC23CC4CC(CC(C4)C2)C3)cc1	-29	-1	94	10	4.5	0	-6	-2	0	8
CC(Sc1nnc(-c2ccccc2F)n1C)C(=O)NC1CCCCC1 (stereo not given)	15	-1	106	-6	-2.8	0	4	0	-15	-7
CN(Cc1ccc(Br)cc1)C(=O)CCN1C(=O)c2cccc([N+](=O)[O-])c2C1=O	2	11	96	-2	-1.4	-1	8	7	-2	1
Cc1cc(C)c(C)c(C(=O)CSc2nnc(-c3ccc4[nH]c(C)c(C)c4c3)o2)c1C	-10	-8	88	-10	7.8	-1	-2	-3	-13	-10
CCc1cccc(C)c1NC(=S)N(CCCN1CCN(C)CC1)Cc1cccs1	11	-1	101	5	1.1	1	2	-8	-23	-5
O=C1CCCC2=C1C(c1ccccn1)Nc1ccc(C(=O)c3ccccc3)cc1N2 (stereo not given)	-3	7	102	0	-1.2	-1	5	-2	-9	-2
CCNc1ccc(C(=O)OCC(=O)NCc2ccccc2Cl)cc1[N+](=O)[O-]	3	-8	94	3	16*	0	0	1	-1	-2

(next part)
SMILES	SRC2 inh	Cardio protect	ABCB6 inh MLPCN	ABHD5 PLIN5 PPI	MC4R ag barr	Glyco luc inh	MC4R antagonist	TLR9-MyD88 inh	NOD2 RIPK2 PPI	HTR2A ag
CCCc1nnc(SCc2ccc(C(=O)OC)o2)n1N	-27	1	101	0	1.6	3	-1	-6	3	-7
CCN(Cc1ccccc1)S(=O)(=O)c1c(N)n(C)c(=O)n(C)c1=O	5	1	102	1	-1.6	1	6	-3	2	6
COc1ccc(S(=O)(=O)N2CCN(c3ccccc3OC)CC2)cc1C(=O)N1CCCCC1	-1	-4	96	1	-1.5	0	0	0	-7	-8
C[C@H](NC(=O)c1ccccc1Cl)C(=O)NCc1cccs1	-22	2	98	5	-0.7	-1	4	3	-4	-1
Oc1ccc(Cl)cc1-c1cc(-c2ccccc2)n[nH]1	-40	-12	98	-5	3.1	0	-1	-4	5	-2
CCN1CCN(C(=O)c2cc3cc4ccc(OC)cc4nc3s2)CC1	-36	11	97	-1	2.8	-1	2	-4	-19	-6
C[C@H](CO)N1C[C@H](C)[C@@H](CN(C)C)OCc2cnnn2CCCC1=O	2	-4	102	1	-0.9	2	-2	6	-13	6
Cc1cc2c(c(=O)o1)C(c1cccs1)C(C#N)=C(N)O2 (stereo not given)	-3	14	102	5	-0.2	-1	19	-3	-6	3
COc1ccc(-c2cc(C(F)(F)F)n3ncc(C(=O)NCC4CCCO4)c3n2)cc1 (stereo not given)	-14	6	98	6	0.0	-1	5	7	-14	4

From PubChem
